LEDGF integ inh: blocks HIV-1 LEDGF/p75-dependent DNA integration; TR-FRET IN-LEDGF/p75 DNA integration, Eu/Cy5; inhibition, % at 3.7 µM; 370,000 tested, 0.64% active;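 active means inhibition above the screen-wide mean plus 3 SD, cut at about 13% in these data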;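 further: signal is the Cy5 over europium emission ratio at 671 and 618 nm; 0% = plate median of compound wells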
ADAM17 inh: inhibits human ADAM17; P78536; recombinant ADAM17, EDANS/DABCYL FRET peptide cleavage; inhibition, % at 6.95 µM; 370,000 tested, 0.83% active; AID 720648;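 active means inhibition above the mean of compounds lying between control limits plus 3 SD, set per campaign, cut at about 8.5% in these data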;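 further: 0% = DMSO-only wells as the low control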
ARFGAP1 inh: inhibits rat ARF GTPase activating protein 1; inhibition, % at 16.5 µM; AID 651572; Q62848; 360,000 tested, 0.26% active; Arfgap1-stimulated ARF1 GTP hydrolysis, GDP FP detection;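 active means inhibition above a per-plate limit, mean inhibition of low control wells plus 3 SD, cut at about 25% in these data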;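 further: 0% = DMSO wells with enzyme and 100% = wells lacking Arfgap1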
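Assay system: purified rat His6-Arfgap1 residues 1-136 (GAP domain); Reagent: human Δ17 ARF1 bound to GTP; Dosing: 16.5 µM single point, 1.26% DMSO; Times: GTP hydrolysis reaction 2 h at 25 °C; Signal: FP, GDP Alexa 633 tracer displaced from anti-GDP antibody, 620/688 nm; Measure: % inhibition from polarization.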
ASAP1 inh: ASAP1 ArfGAP inhibition; ASAP1-stimulated ARF1 GTP hydrolysis, GDP FP detection; AID 624377; 360,000 tested, 0.19% active; inhibition, % at 16.5 µM; Q9ULH1; in the data active means inhibition above about 25%;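 further: 0% = vehicle with enzyme and substrate and 100% = no enzyme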
ADAM10 inh: ADAM10 inhibition, QFRET primary screen. inhibition, % at 7 µM. 370,000 tested, 0.62% active. recombinant ADAM10, EDANS/DABCYL FRET peptide cleavage, 3 h;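 active means inhibition above a per-campaign cutoff equal to the mean of compounds falling between control-based bounds plus 3 SD, cut at about 20% in these data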;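 further: 0% = DMSO wells while the 100% control is not disclosed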
KLK7 zymogen act: activators of human kallikrein-7 zymogen | P49862 | purified proKLK7, EDANS-DABCYL substrate fluorescence; 100% is mature enzyme control, 0% vehicle | activation, % at 7 µM | 370,000 tested, 0.9% active | AID 652039;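 active means activation above the mean of all tested compounds plus 3 SD, computed per campaign excluding outliers beyond control limits, cut at about 13% in these data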
Tn7 DDE FP: inhibitors of Tn7 peptide binding to human fibrin DD(E); FP displacement of FITC-Tn7 peptide from fibrin DD(E); 0% = median of compound wells per plate; inhibition, % at 8.3 µM; 370,000 tested, 0.13% active;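 active means inhibition above the mean of compounds falling within the control limits plus 3 SD of them, cut at about 14% in these data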;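 further: 0% = plate median of compound wells and 100% = 10 µM Aha-Tn7 peptide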
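Test system: human clot-derived fibrin DD(E) complex / Quantity: 2 µM final DD(E) protein / Incubation: 10 min plus 3 h, room temperature / Measured by: fluorescence polarization / Benchmarks: high control of 10 µM Aha-Tn7 peptide / Replicates: singlicate testing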
Tn6 DDE FP: inhibitors of Tn6 peptide binding to human fibrin DD(E); 370,000 tested, 0.21% active; inhibition, % at 8.3 µM; P02675; Fibrin DD(E) TRITC-Tn6 fluorescence polarization displacement;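 active means inhibition above a per-campaign cutoff: mean of compounds within control limits plus 3 SD, cut at about 15% in these data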;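 further: 0% = median of all compound wells on the plate and 100% = blocking peptide control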
PLCg1 inh: blocks human PLC-gamma1 enzyme activity; purified PLC-gamma1, fluorogenic substrate, fluorescence; AID 720700; inhibition, % at 12.2 µM; P19174; 370,000 tested, 0.84% active; in the data active means inhibition above about 9.5%
Target sequence (P19174 whole entry, looked up): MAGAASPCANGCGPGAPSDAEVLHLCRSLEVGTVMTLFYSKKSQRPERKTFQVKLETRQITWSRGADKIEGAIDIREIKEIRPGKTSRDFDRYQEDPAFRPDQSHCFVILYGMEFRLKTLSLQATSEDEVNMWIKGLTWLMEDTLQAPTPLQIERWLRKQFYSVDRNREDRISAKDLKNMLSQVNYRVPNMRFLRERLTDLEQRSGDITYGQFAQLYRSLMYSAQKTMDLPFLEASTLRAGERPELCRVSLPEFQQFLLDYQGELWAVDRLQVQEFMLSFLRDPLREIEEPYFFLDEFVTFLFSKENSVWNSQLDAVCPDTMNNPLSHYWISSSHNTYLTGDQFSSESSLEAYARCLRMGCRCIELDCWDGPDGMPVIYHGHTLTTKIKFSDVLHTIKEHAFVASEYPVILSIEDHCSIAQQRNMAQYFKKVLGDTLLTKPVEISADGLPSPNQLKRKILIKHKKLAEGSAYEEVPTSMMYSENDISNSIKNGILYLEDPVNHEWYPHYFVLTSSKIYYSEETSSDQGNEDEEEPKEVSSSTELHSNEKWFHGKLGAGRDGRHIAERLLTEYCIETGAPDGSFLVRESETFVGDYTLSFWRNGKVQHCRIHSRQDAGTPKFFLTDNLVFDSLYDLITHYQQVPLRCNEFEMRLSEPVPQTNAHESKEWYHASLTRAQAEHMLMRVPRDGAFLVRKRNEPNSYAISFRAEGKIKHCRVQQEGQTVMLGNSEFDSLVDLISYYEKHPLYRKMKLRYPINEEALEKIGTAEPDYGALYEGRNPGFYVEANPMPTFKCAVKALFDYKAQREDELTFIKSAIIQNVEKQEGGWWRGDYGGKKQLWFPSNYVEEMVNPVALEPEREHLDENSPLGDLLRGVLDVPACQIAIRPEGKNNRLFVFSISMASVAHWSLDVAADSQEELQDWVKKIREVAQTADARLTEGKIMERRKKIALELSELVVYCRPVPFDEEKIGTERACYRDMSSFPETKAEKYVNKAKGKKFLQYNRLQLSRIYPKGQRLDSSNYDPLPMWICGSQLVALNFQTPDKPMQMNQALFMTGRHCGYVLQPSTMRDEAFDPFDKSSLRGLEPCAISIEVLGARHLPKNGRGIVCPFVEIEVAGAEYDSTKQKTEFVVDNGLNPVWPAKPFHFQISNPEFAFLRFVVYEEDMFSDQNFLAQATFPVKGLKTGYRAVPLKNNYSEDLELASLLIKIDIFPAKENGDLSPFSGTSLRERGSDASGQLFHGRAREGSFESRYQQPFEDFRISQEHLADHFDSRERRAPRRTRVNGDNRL
TDP2 absorb: TDP2 (human) inhibition, absorbance primary screen | O95551 | recombinant TDP2, T5PNP hydrolysis, p-nitrophenol absorbance 415 nm | inhibition, % at 12.8 µM | 370,000 tested, 0.34% active;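 active means inhibition above the mean of all tested compounds plus 3 SD, set per campaign, cut at about 25% in these data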;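 further: 0% = DMSO with enzyme and 100% = buffer with substrate but no TDP2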
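System: recombinant human TDP2 / Amount: 120 nM TDP2 per well / Also added: 5 mM T5PNP chromogenic substrate / Doses: 12.8 µM single point, 1% DMSO / Incubation: 2 h at 37 °C / Detection: p-Nitrophenol epi absorbance / Evaluation: % inhibition relative to enzyme-containing and enzyme-free wells / Repeats: singlicate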
* marks the source's active call; other numbers are inactive results.

SMILES | LEDGF integ inh | ADAM17 inh | ARFGAP1 inh | ASAP1 inh | ADAM10 inh | KLK7 zymogen act | Tn7 DDE FP | Tn6 DDE FP | PLCg1 inh | TDP2 absorb
COC(=O)c1cc2c(n(-c3ccccc3)c1=O)CCCC2=O | 0 | -19 | 2 | 9 | -87 | 0.7 | -5 | 0 | -3 | -6
COc1ccccc1-n1c(-c2cn(C)nc2C)n[nH]c1=S | 0 | -6 | 8 | -1 | -1 | -0.5 | 8 | -4 | 2 | -3
CNC(=S)N1N=C(c2ccc(C)cc2)CC1c1ccc(OC)cc1 (stereo unspecified) | 3 | -8 | 1 | -6 | 5 | 0.0 | 0 | -9 | 2 | -4
O=C(N/N=C/c1ccc[nH]1)c1c[nH]c2ccccc12 | -1 | -7 | 2 | -13 | -12 | 0.1 | 2 | -3 | -2 | 3
CC(OC(=O)c1cc2sccc2n1C)C(=O)NCc1ccc2c(c1)OCO2 (stereo unspecified) | 1 | -2 | 6 | -10 | 0 | 0.0 | 12 | 8 | -2 | -7
COc1cccc(OC)c1C(=O)O/N=C(\N)c1ccncc1 | -2 | -4 | 5 | -12 | 2 | 0.1 | 3 | -10 | -1 | 3
O=C1CCCN1Cc1ncnn1-c1ccccc1 | 1 | -3 | -13 | -9 | -10 | -0.2 | 1 | 1 | 2 | -5
CCn1c(=S)sc2c(=O)n(CC(=O)Nc3ccccc3)c(C)nc21 | 4 | 0 | -1 | -6 | -2 | 1.2 | -3 | 5 | 1 | 13
CCc1ccccc1N(CC(=O)N1CCCCCC1)S(C)(=O)=O | -5 | -4 | -6 | -7 | 0 | 0.4 | 8 | 3 | 2 | -6
CCCOCCOC(=O)C1=C(C)NC(=O)NC1c1cc(Cl)c(O)c(OC)c1 (stereo unspecified) | -4 | 2 | -4 | -12 | -1 | 0.0 | 1 | 13 | -5 | -11
Cc1cc(C)cc(OCC(=O)OCC(=O)N(C)CC(=O)Nc2ccc(F)cc2)c1 | 3 | 1 | -13 | -3 | 7 | -0.5 | 4 | 2 | 2 | 1
O=[n+]1cc(-c2ccc(Cl)cc2)n([O-])c2c1CCCCC2 | -3 | 0 | 7 | -1 | 1 | -0.2 | -3 | 7 | 1 | 8
Cn1c2c(c(=O)n(C)c1=O)C1c3ccccc3OCC1C(C)(C)O2 (stereo unspecified) | 0 | -7 | 1 | -1 | -18 | 0.5 | 2 | -1 | -2 | -9
Clc1ccc(-c2ccc(/C=N/Nc3nncc(-c4ccccc4)n3)o2)cc1 | -1 | -3 | -8 | 16 | 2 | -0.2 | 5 | 0 | 0 | 3
COc1cc(OC)cc(N(C(=O)CNC(=O)c2ccco2)C(C(=O)NCC2CCCO2)c2ccccc2)c1 (stereo unspecified) | -1 | 2 | 0 | -1 | 11 | -1.0 | 0 | -2 | -2 | -2
Cc1ccc(NS(=O)(=O)c2ccccc2Cl)c2c1CC(C)(C)O2 | 2 | 3 | 4 | 1 | 7 | 0.4 | 8 | -3 | 3 | -1
CC(OC(=O)C1CCCC1)C(=O)Nc1ncc(Cl)cc1Cl (stereo unspecified) | -3 | -8 | 4 | 7 | -27 | -0.9 | 1 | -3 | -4 | -2
CCCCOc1ccc(C(=O)NCCc2ccccc2)cc1 | 0 | 2 | -13 | 6 | 13 | 0.6 | 1 | -6 | 0 | -10
CN(C)CCOc1ccccc1-c1ccccc1 | 3 | -4 | -1 | 9 | -15 | -0.1 | -2 | -7 | 1 | 9
CN(C(=O)COC(=O)C1CCN(S(=O)(=O)c2c(Cl)cccc2Cl)CC1)C1CCCCC1 | -7 | 0 | 20 | -9 | -6 | 0.0 | 0 | -2 | 2 | 0
O=C(Cn1ncc(Cl)c(Cl)c1=O)NC1CCCCC1 | 4 | 0 | 1 | -12 | -4 | -0.7 | -2 | 4 | 1 | -8
CCOC(=O)c1ccc2c(c1)[n+](CC)c(C)n2-c1ccccc1 | 4 | 1 | -3 | 4 | 10 | 0.8 | 5 | 2 | 5 | 4
O=C(NCCOC(=O)c1ccc([N+](=O)[O-])cc1)c1cccnc1 | 0 | -4 | -4 | -2 | -4 | -0.3 | 2 | -1 | 0 | 0
Cc1cc(OCC(=O)N2CCC(C(=O)O)CC2)c2c(C)c(C)c(=O)oc2c1 | -5 | -44 | 13 | -1 | -182 | 1.3 | -2 | -1 | -65 | -4
Cc1cc(Cl)ccc1NC(=S)NCCc1ccc(Cl)cc1 | 6 | 9.8* | 6 | -4 | 25* | 0.8 | -8 | -7 | 7 | -18

Laid out differently: entries from further up.
Every second line gives: LEDGF integ inh	ADAM17 inh	ARFGAP1 inh	ASAP1 inh	ADAM10 inh	KLK7 zymogen act	Tn7 DDE FP	Tn6 DDE FP	PLCg1 inh	TDP2 absorb
CN(C(=O)COC(=O)C1CCN(S(=O)(=O)c2c(Cl)cccc2Cl)CC1)C1CCCCC1
 : -7	0	20	-9	-6	0.0	0	-2	2	0
O=C(Cn1ncc(Cl)c(Cl)c1=O)NC1CCCCC1
 : 4	0	1	-12	-4	-0.7	-2	4	1	-8
CC(OC(=O)C1CCCC1)C(=O)Nc1ncc(Cl)cc1Cl (stereo unspecified)
 : -3	-8	4	7	-27	-0.9	1	-3	-4	-2
CN(C)CCOc1ccccc1-c1ccccc1
 : 3	-4	-1	9	-15	-0.1	-2	-7	1	9

(list continues)
SMILES | LEDGF integ inh | ADAM17 inh | ARFGAP1 inh | ASAP1 inh | ADAM10 inh | KLK7 zymogen act | Tn7 DDE FP | Tn6 DDE FP | PLCg1 inh | TDP2 absorb
CCN(C(=O)c1ccc2c(=O)n3c(nc2c1)CCCCC3)c1ccccc1C | 5 | 1 | -13 | 3 | -6 | -0.2 | -8 | -1 | 4 | 7
CC(C)Nc1ncnc2[nH]ncc12 | -1 | -13 | 2 | -1 | -47 | 2.6 | -2 | 0 | -16 | 9
CCc1ccc(S(=O)(=O)Nc2ccc(C)c(NS(C)(=O)=O)c2)cc1 | -1 | -1 | 3 | 5 | -2 | -0.5 | -3 | 9 | 3 | -14
O=C(CSc1nc2c(sc3ccccc32)c(=O)n1CCO)NCC1CCCO1 (stereo unspecified) | 2 | -5 | 9 | -3 | -9 | -0.3 | 4 | -6 | 0 | -5
COc1cccc(CN(C)CC(O)COC(c2ccccc2)c2ccccc2C)c1 (stereo unspecified) | -1 | -2 | 8 | 6 | -1 | 0.0 | -1 | -4 | 5 | -7
O=C(NCCO)/C(=C\c1ccc2c(c1)OCO2)NC(=O)c1ccc(Br)cc1 | 1 | -5 | 1 | 4 | -6 | 0.2 | -3 | 4 | -5 | 5
CCc1ccccc1NC(=O)CSC1=C(C#N)C(c2ccc(O)c(OC)c2)C2=C(CCCC2=O)N1 (stereo unspecified) | 3 | 0 | 0 | 12 | 0 | -0.1 | 3 | -2 | 1 | -3
COc1ccc(CCNC(=O)C(=O)NCc2cccs2)cc1OC | -2 | -4 | 16 | -3 | 1 | -0.2 | 3 | 1 | -2 | 7
COc1cccc(/C=C/c2ccc3cccc(O)c3n2)c1 | 6 | 5 | 17 | 7 | 9 | 1.5 | -8 | -6 | -16 | -12
N#Cc1c(SCC(=O)OCc2ccccc2)nsc1SCC(=O)OCc1ccccc1 | 2 | 2 | 5 | -7 | 5 | -0.1 | 2 | -4 | -6 | 10
CCC1CCCCN1CCCNC(=O)c1nn(C)c2c1CS(=O)(=O)c1ccccc1-2 (stereo unspecified) | 4 | 6 | -7 | 2 | 3 | 0.2 | 10 | 2 | 6 | -22
CC(N)C12CC3CC(CC(O)(C3)C1)C2 (stereo unspecified) | -2 | -3 | -1 | 8 | 0 | 0.7 | 1 | -8 | 2 | 0
CCN1CCN(C(=O)C(=O)c2cn(CC(=O)N3CCCC3)c3ccccc23)CC1 | 0 | -5 | 5 | 0 | -2 | 0.0 | -1 | 0 | -1 | 4
O=C(Cn1c(=O)oc2ccc(Cl)cc21)NC1CCCCC1 | 4 | -1 | -2 | 16 | 1 | 0.4 | 6 | -1 | -2 | -4
CC1CCCCN1C(=O)Cn1cnc2c1c(=O)n(C)c(=O)n2C (stereo unspecified) | 2 | 0 | 9 | 19 | 3 | 0.0 | 6 | -2 | 1 | -9
CCN(C(=O)COC(=O)c1nc(Cl)ccc1Cl)c1c(N)n(Cc2ccccc2)c(=O)[nH]c1=O | 2 | -2 | -4 | 0 | -8 | -0.2 | -7 | -4 | -1 | -8
CC(C)(C)C(=O)Nc1ccccc1C(=O)NCCCn1ccnc1 | 6 | 1 | 9 | 9 | -6 | 0.7 | -2 | 1 | 2 | -5
COC(=O)c1cccc(NC(=O)c2ccc(OC)c(Cl)c2)c1 | -1 | -4 | 8 | -4 | 9 | 0.0 | -1 | -6 | 0 | 2
CCOC(=O)c1ccc(NC(=O)COc2ccc(CNCCO)cc2OCC)cc1 | -10 | -3 | 5 | -4 | -5 | -0.1 | 6 | -5 | 0 | 6
CN(C)CCN1CCN([C@H]2CS(=O)(=O)N[C@@H]2COCc2ccccc2)CC1 | -7 | -7 | 3 | -9 | -31 | 0.7 | 0 | 1 | -9 | 5
Cc1ccc2nc(SCc3nc4cc(Cl)ccc4c(=O)[nH]3)[nH]c2c1 | 4 | 0 | -6 | 10 | 10 | -0.5 | -2 | 1 | -6 | -5
C/C(Cc1ccccc1)=N/NC(=O)CCCC(=O)N/N=C(/C)Cc1ccccc1 | 1 | 2 | -11 | 5 | 7 | -0.9 | 3 | 0 | 6 | -13
CC(C)CC(=O)Nc1ccc(N2CCOCC2)cc1 | 1 | -2 | 1 | -5 | -4 | 0.3 | 11 | -1 | 5 | -5
NCc1cc2c3c(c1)CCCN3CCC2 | 1 | -11 | 12 | 19 | -29 | -0.6 | 0 | -3 | -17 | 9
N#CC1=C(N)Oc2cc3c(cc2C1c1ccc(Cl)cc1)OCO3 (stereo unspecified) | -1 | -5 | -4 | 9 | -9 | 0.7 | -5 | 0 | -33 | 2
O=C(Oc1ccc(Br)cc1C(=S)N1CCOCC1)c1cccc([N+](=O)[O-])c1 | -3 | -3 | -12 | -7 | -1 | 0.2 | 4 | 2 | -2 | -9
COc1ccc(NC(=O)COC(=O)Cc2ccc(Br)cc2)cc1 | -4 | 0 | -1 | 1 | 9 | -0.4 | 3 | -2 | 0 | 5
O=C(Nc1ccc(NC(=O)c2cccnc2)cc1)c1ccccc1 | -6 | -4 | -1 | 2 | -6 | -0.2 | -4 | -3 | 2 | 8
COC(=O)C1CCN(C(=O)C2CCN(C(=O)[C@H](C)NS(=O)(=O)c3ccc(C)cc3)CC2)CC1 | 2 | 0 | -8 | 2 | -4 | -0.6 | -3 | 5 | 2 | 1

Source: PubChem (The Scripps Research Institute Molecular Screening Center)
